eIF4E 4G PPI = blocks eIF4E binding to eIF4G; inhibition, % at 21.7 µM; P63073+Q04637; TR-FRET eIF4E-eIF4GI(517-606) binding, 2 h; actives 0.37% (n = 220,000);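 active = inhibition above about 30%, limit read from the data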;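 note: 0% = full FRET control wells and 100% = background wells lacking eIF4GI fragment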
S1P4 agonist = human S1P4 receptor agonism | S1P4-expressing cell line, agonist reporter assay | AID 1509 | activation, % at 4.98 µM | actives 0.35% (n = 220,000); in the data active = activation above about 11%;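 note: 0% = DMSO vehicle and 100% = reference agonist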
EP2 mod = modulates human prostaglandin E2 receptor EP2 signaling; actives 0.83% (n = 260,000); induction, % at 25 µM; EP2-expressing cells, cAMP HTRF FRET, PGE2 co-stimulation; P43116;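 active = compounds whose cAMP rise, as percent of the full-agonist control response, exceeds 60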;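 note: rat C6 glioma line stably carrying human EP2 under a CMV promoter; the protocol text gives 20 µM as final concentration; 100% = response of wells given 1 µM PGE2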
Target sequence (P43116 whole entry, looked up): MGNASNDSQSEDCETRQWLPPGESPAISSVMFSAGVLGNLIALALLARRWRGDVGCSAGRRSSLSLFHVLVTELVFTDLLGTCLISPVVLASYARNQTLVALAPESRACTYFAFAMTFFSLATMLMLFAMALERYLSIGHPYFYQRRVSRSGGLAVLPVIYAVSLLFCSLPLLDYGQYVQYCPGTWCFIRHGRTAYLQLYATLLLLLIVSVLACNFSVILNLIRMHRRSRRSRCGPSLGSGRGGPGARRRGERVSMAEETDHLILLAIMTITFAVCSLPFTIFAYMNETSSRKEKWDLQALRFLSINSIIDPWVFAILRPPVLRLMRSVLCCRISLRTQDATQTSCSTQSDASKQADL
NPY-Y1 PAM-ag = potentiators or agonists of human neuropeptide Y receptor Y1 | actives 0.37% (n = 220,000) | activation, % at 3.6 µM | P25929 | NPY-Y1 expressing cells, potentiator/agonist activation | AID 1304; in the data active = activation above about 33%, passing the limit was not always enough;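 note: cells stimulated with NPY at EC10 then isoproterenol at EC100; 0% = low agonist plus stimulus and 100% = saturating agonist plus stimulus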
Target sequence (P25929 whole entry, looked up): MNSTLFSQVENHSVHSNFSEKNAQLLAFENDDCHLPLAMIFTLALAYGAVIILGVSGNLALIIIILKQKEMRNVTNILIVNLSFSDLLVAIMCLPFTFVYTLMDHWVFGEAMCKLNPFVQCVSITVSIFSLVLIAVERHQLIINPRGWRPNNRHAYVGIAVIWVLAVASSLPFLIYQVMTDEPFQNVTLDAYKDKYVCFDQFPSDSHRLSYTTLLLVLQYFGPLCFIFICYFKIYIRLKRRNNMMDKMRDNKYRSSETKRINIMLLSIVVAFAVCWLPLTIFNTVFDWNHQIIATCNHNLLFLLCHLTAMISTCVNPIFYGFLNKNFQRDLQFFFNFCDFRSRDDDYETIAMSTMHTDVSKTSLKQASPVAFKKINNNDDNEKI
NPY-Y1 antag = NPY-Y1 (human) receptor antagonism; P25929; HEK293-CNG Y1 cells, membrane potential fluorescence; NPY at EC95, then isoproterenol; inhibition, % at 3.6 µM; actives 1% (n = 200,000);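 active = inhibition above the campaign mean inhibition of all tested compounds plus 3 SD, cut at about 20% in these data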;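 note: 0% = DMSO wells given NPY plus isoproterenol and 100% = isoproterenol alone without NPY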
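Test system – HEK293 Y1/CNG channel cell line · Also added – NPY agonist 25 nM, then isoproterenol 1 µM plus Ro 20-1724 25 µM · Compound dosing – one concentration, 3.6 µM, in 0.4% DMSO · Schedule – compound incubation 1 h at room temperature, readout 45 min post-stimulation · Technique – fluorescence, membrane potential probe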
NPY-Y2 PAM-ag = human NPY-Y2 potentiation or agonism, primary screen; P49146; cells expressing NPY-Y2, potentiator/agonist read-out; activation, % at 3.6 µM; actives 0.45% (n = 220,000); in the data active = activation above about 27%;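 note: cells stimulated with NPY near EC25 plus isoproterenol at EC100; 0% = vehicle plus submaximal agonist and 100% = vehicle plus saturating agonist; some results beyond the cut were filed as inactive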
S1P4 antagonist = antagonists of human S1P4 receptor. O95977. S1P4-expressing cells, antagonist mode, reporter read-out. inhibition, % at 4.98 µM. actives 0.26% (n = 220,000); in the data active = inhibition above about 29%;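 note: 0% = wells stimulated with agonist and 100% = vehicle wells without agonist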
EP2 antag = inhibitors of human EP2 prostaglandin E2 receptor; P43116; C6 glioma cells expressing human EP2, cAMP TR-FRET; cells stimulated with saturating PGE2; inhibition, % at 25 µM; actives 0.52% (n = 260,000);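 active = percent inhibition above 40 after rounding to a whole number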;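 note: rat C6 glioma host cells with rolipram phosphodiesterase inhibitor present; the protocol text gives 20 µM as final concentration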
p97 inhibitor = human p97 ATPase inhibition; recombinant p97 ATPase, Kinase-Glo ATP luminescence, 3 h; actives 0.42% (n = 220,000); P55072; inhibition, % at 8 µM; in the data active = inhibition above about 15%;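 note: 0% = DMSO vehicle and 100% = wells lacking enzyme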
* = called active by the depositor; x = not tested or not shown; & = joins results of further samples; ! = a repeat was not active; [ ] = remark or other dose. A portion of the library (hit frequency here may not be typical).

SMILES	eIF4E 4G PPI	S1P4 agonist	EP2 mod	NPY-Y1 PAM-ag	NPY-Y1 antag	NPY-Y2 PAM-ag	S1P4 antagonist	EP2 antag	p97 inhibitor
[N-]=[N+]=NC1C[C@H](n2ccc(=O)[nH]c2=O)O[C@@H]1CO (some centres not stated)	1	-0.5	1	-3	-7	4	-14	10	3
O=C(NCc1nnc(SCC(=O)N2CCN(c3ccccc3)CC2)o1)c1ccco1	6	-0.9	1	-6	2	-3	-5	20	1
CCCc1cc(=O)[nH]c(=S)[nH]1	-4	-0.5	7&13	3	-4	6	-9	14&6	-3
O=C(Nc1ccc2c(c1)nc1n2CCN(C2CCCCC2)C1)NC1CCCCC1	-1[fluorescence artefact?]	3.0	-36	22	2	-2	-11	8	5
O=C(Cc1ccc(S(=O)(=O)N2CCCC2)s1)N1CCOCC1	5	0.3	-16	11	7	6	-12	13	-3
COc1ccccc1CO/N=C/NC(=O)c1c(OC)ccnc1Oc1ccc(F)cc1	3	1.1	26	-5	3	-9	0	12	0
O=C(CSc1ncn(-c2ccccc2)n1)NCc1ccccc1	1	-2.2	-8	-14	-2	-9	-10	7	10
Cc1nc(CN(C)C(=O)c2cc(COc3ccc4ncccc4c3)on2)cs1	-1	1.5	-54	-13	12	25	-23	7	1
O=C(NC(=S)NNC(=O)c1ccccc1O)c1ccco1	-7	0.3	17	-22	7	-11	8	7	-4
CCCC(=O)Nc1sc(C(=O)OC)c(C)c1C(N)=O	-5[fluorescence artefact?]	1.9	-5	11	-7	-6	-7	4	1
COc1nnc(-c2ccc(N3CCCCC3)c(NC(=O)C3CCCCC3)c2)c2ccccc12	4[fluorescence artefact?]	-0.4	-3	-3	3	0	-2	x	-3
CC(C)NC(=O)N(Cc1ccc(Cl)cc1)Cc1cccs1	1	1.5	15	-2	x	10	5	10	2
OCCNc1nc(-c2ccccc2)c2ccccc2n1	x	2.1	0	6	-5	6	-15	x	2
C=CCN(CC(=O)NCc1ccccc1)C(=O)c1csnn1	0	-3.0	11&3	-20	-2	13	-15	7&4	2
O=C(CN1C(=O)c2ccccc2S1(=O)=O)N1CCc2ccccc2C1	-1	1.1	-1	13	3	19	-16	11	9
Cc1ccc(OCC(=O)N/N=C/c2cccn2C)cc1	0	0.4	-1	-34	6	-14	-6	12	-5
COc1ccccc1CC(=O)N1CCCC(CCC(=O)NCc2ccccc2F)C1 (configuration not stated)	-5	2.6	-4	6	x	-1	0	10	-1
Cc1ccc(NNC(=O)c2c(C)noc2C)cc1Cl	0	-0.6	-31	11	x	11	0	15	5
COc1cc(CCC(=O)OCC(=O)Nc2c(C)cc(C)cc2C)cc(OC)c1OC	3	-0.7	-23	13	1	-1	-3	13	2
Cc1c(C)n(C(=O)CN2CCC(C(N)=O)CC2)c2ccccc12	-1[fluorescence artefact?]	-1.8	-16	1	1	-11	-12	9	0
CC(C)N1C(=S)SC2CS(=O)(=O)C=C21 (configuration not stated)	3	0.2	26	-15	-3	-3	-2	9	-3
CCSc1nc2ccccc2n1Cc1cccc([N+](=O)[O-])c1	-2	-1.0	42	-22	4	-12	0	15	3
CCC(=O)OCc1cc2cccc(C)c2[nH]c1=O	-9	1.2	6	-8	5	7	2	-7	-2
COc1cc(/C=C2\SC(=S)N(Nc3ncc(C(F)(F)F)cc3Cl)C2=O)cc(OC)c1OC	-5	0.7	4	-14	4	-2	5	5	-5
CCCCN(C)CCCNC(=O)CC1Oc2ccccc2NC1=O (configuration not stated)	-1[fluorescence artefact?]	0.3	14	-19	0	-9	-4	16	-3
Cc1nc2c(C)cccc2cc1C(=O)N/N=C/c1ccc(C(=O)O)cc1	-3	0.8	24	7	2	3	-7	6	6
COC(=O)c1cccc(NC(=O)CC2NCCNC2=O)c1 (configuration not stated)	1	0.0	2	-14	x	-3	2	11	7
CCCC(=O)Nc1ccc(C=C(C(C)=O)C(C)=O)cc1	-4	-0.8	-20	-2	x	-1	11	4	-2
CCOc1c2ccc(C(=O)NCCc3ccc(C)cc3)cc2nn1CC	-1	-2.0	-51	-16	8	-13	-3	15	0
CC(=O)Nc1ccc(CN2CCN(CCC(C)C)C(CCO)C2)cc1 (configuration not stated)	-2	-0.7	-24	3	3	1	-3	1	0
Cc1nn(-c2ccc(Cl)cc2)c(=O)c2ccccc12	0	0.1	24	6	-2	-9	1	10	3
Cc1ccccc1OCC(=O)Nc1cccc(NC(=O)c2ccco2)c1	5	1.1	-2	-11	6	-16	-5	12	-9
NS(=O)(=O)c1ccc(NCc2ccccc2OCc2ccc(F)cc2)cc1	6	2.2	18	-12	1	3	-9	8	1
Cc1ccc(NS(=O)(=O)c2ccc(C(=O)NCC3CCCO3)cc2)cc1 (configuration not stated)	0	-1.3	-27	5	0	10	6	0	1
C=CCN(CC=C)CCOc1ccc2ccccc2c1	-1	-0.1	20	-12	11	-3	-5	5	-2
Nc1cc([N+](=O)[O-])ccc1Nc1ccccc1	5	0.0	-3	17	-4	24	10	7	2
CC(C)CSc1n[nH]c(N)n1	2	-0.6	19	5	0	-15	-27	8	0
CCN(CC)CCCN=Cc1c(-c2ccccc2)[nH]n(-c2nc3ccccc3s2)c1=O	6	-0.4	-44	12	x	-10	-8	11	4
COC(=O)c1ccccc1OCC(=O)NC1CCCCC1	-5	0.1	33	8	-6	17	-18	4	-4
S=C(Nc1ccc(Nc2ccccc2)cc1)N1CCN(c2ncccn2)CC1	-3	1.4	-57	9	3	-5	2	6	-3
O=C(O)Cc1coc(-c2ccc(F)cc2)n1	1	0.7	18	-23	0	-15	-14	4	-5
Cc1cc(=O)[nH]c2c1cnn2Cc1ccccc1	-7[fluorescence artefact?]	0.8	21	-9	2	-8	-23	12	-1
CCN(CCO)Cc1csc2c(Br)cccc12	-2	0.7	-43	-20	2	-21	-15	11	1
CCn1cc(C(=O)NCC2CCCO2)c(=O)c2cc(S(=O)(=O)N3CCC(C)CC3)ccc21 (configuration not stated)	9	-2.5	2	-20	4	-16	2	4	-5
CCN(CC)S(=O)(=O)c1ccc(NC(=O)c2ccccn2)cc1	7	0.8	-9	-18	-2	-7	-10	12	-12
COc1ccc(C(=O)NC2CCN(C(=S)Nc3cccc(C)c3)CC2)cc1	0	-0.5	-26	-2	3	7	-24	4	-4
OCCCCc1nccc2c1[nH]c1ccccc12	-4	-0.1	-5	-1	x	9	-1	8	2
CCC(=O)Nc1nc(-c2cc([N+](=O)[O-])cs2)cs1	-6	-2.3	-52	9	-3	-7	8	14	-1
CCCS(=O)(=O)N1CCCC(C(=O)NCCN(CC)CC)C1 (configuration not stated)	x	0.8	x	-7	-4	7	-11	11	6
Cc1ccc(/C=C/C(=O)NC(=S)Nc2ccccc2C(=O)NC2CCCCC2)cc1	-2	-0.9	3	12	2	-5	-16	2	1
C=CCNc1ccc(F)c(F)c1N1CCCCCC1=O	9	0.8	-4	3	2	4	-3	10	2
CCOC(=O)c1nc(NCc2cccnc2)c2ccccc2n1	9	0.0	21	-26	-6	5	-29	7	1
O=C(NNc1ccc([N+](=O)[O-])cc1)C1C2CCCCC21 (configuration not stated)	-3	0.9	-3	-15	1	10	-19	7	2
Cc1ccc(C2CC(c3ccccc3)n3ncnc3N2)cc1 (configuration not stated)	2	1.5	1	-14	6	9	-10	5	-7
Cc1nn(-c2ccccc2)nc1C(=O)Oc1cc(C(F)(F)F)nn1-c1ccccc1	2	-0.5	-7	-20	x	-12	1	6	-1
Cc1ccc(C(=O)Nc2ccccc2C(N)=O)o1	0	1.1	7	-1	3	15	5	6	1
NS(=O)(=O)c1ccc(NC(=O)COC(=O)/C=C/c2ccc([N+](=O)[O-])cc2)cc1	-4	1.6	-8	3	11	12	6	4	1
CC(OC(=O)c1cccnc1Cl)C(=O)Nc1ccc(S(N)(=O)=O)cc1 (configuration not stated)	-1	1.1	-12	2	-4	6	-7	11	-2
COc1ccccc1-n1cnnc1SCC(=O)c1ccc[nH]1	3	2.4	1	2	1	6	7	7	-3
CC1C/C(=N\NC(N)=S)c2cc(Cl)ccc2S1 (configuration not stated)	-6	1.3	-18	0	x	4	-8	6	4

5 entries out of the list, ordered by SMILES length, rising.
SMILES	eIF4E 4G PPI	S1P4 agonist	EP2 mod	NPY-Y1 PAM-ag	NPY-Y1 antag	NPY-Y2 PAM-ag	S1P4 antagonist	EP2 antag	p97 inhibitor
CC1C/C(=N\NC(N)=S)c2cc(Cl)ccc2S1 (configuration not stated)	-6	1.3	-18	0	x	4	-8	6	4
Cc1ccc(C2CC(c3ccccc3)n3ncnc3N2)cc1 (configuration not stated)	2	1.5	1	-14	6	9	-10	5	-7
O=C(NNc1ccc([N+](=O)[O-])cc1)C1C2CCCCC21 (configuration not stated)	-3	0.9	-3	-15	1	10	-19	7	2
Cc1nn(-c2ccccc2)nc1C(=O)Oc1cc(C(F)(F)F)nn1-c1ccccc1	2	-0.5	-7	-20	x	-12	1	6	-1
NS(=O)(=O)c1ccc(NC(=O)COC(=O)/C=C/c2ccc([N+](=O)[O-])cc2)cc1	-4	1.6	-8	3	11	12	6	4	1

Additional compounds.
SMILES	eIF4E 4G PPI	S1P4 agonist	EP2 mod	NPY-Y1 PAM-ag	NPY-Y1 antag	NPY-Y2 PAM-ag	S1P4 antagonist	EP2 antag	p97 inhibitor
O=S(=O)(c1ccccc1)c1ncc(C(F)(F)F)cc1Cl	2	0.7	4	-27	16	-35	17	6	0
Cc1cccc(NC(=O)CN2C(=O)N/C(=C/c3ccc(C)s3)C2=O)c1	0	1.4	17	-29	2	-13	-7	1	-1
O=C(NC1CCCC1)c1ccc(CSCc2ccccc2F)o1	-7	2.2	-22	-4	4	-6	-5	8	-1
CCOC(=O)C1(CCCc2ccccc2)CCN(C(=O)CN2CCOC2=O)CC1	-2	1.7	15	8	0	-4	-8	5	-2
Cc1cc(NC(=O)C2=C(O)c3ccccc3S(=O)(=O)N2C)no1	0	0.9	69*!	16	2	13	-15	10&10	10
CC1=CC(C)(C)Nc2ccc(OS(=O)(=O)c3ccc(C)cc3)cc21	1	-2.2	-33	-7	0	-2	-24	5	-1
O=C(NCc1ccc(F)cc1)C(c1ccncc1)N(C(=O)c1csnn1)C1CC1 (configuration not stated)	0[fluorescence artefact?]	1.0	6	-22	0	-3	-10	9	-7
Cc1cc2ccccc2nc1SCC(=O)NC1CCCC1	1	1.1	77*	-29	7	-20	0	10	0
CCS(=O)(=O)NCCc1csc(-c2ccccc2)n1	-5	-1.4	-3	22	0	-2	-9	13	8
O=S(=O)(NC1CC1)c1cccc(S(=O)(=O)N2CCCC2)c1	3	1.8	-18	4	2	8	-23	8	0
O=S(=O)(c1ccc(F)c(F)c1F)N1CCN(C(=S)NCc2ccccc2)CC1	-1	1.1	-82	8	0	12	-15	6	2
COc1cc(C=O)ccc1OCC(=O)N1CCOCC1	10	-0.9	18	0	-3	5	2	17	2
O=C(O)C12CC3CC(C1)CC(n1cnc(Cl)n1)(C3)C2	-1	-0.9	25	-8	-6	-14	-8	-1	5
COC(=O)CC1C(=O)NCCN1C(=S)Nc1ccccc1 (configuration not stated)	6	1.0	11	-1	-3	-5	-29	3	1
Cc1cc(N)c2cc(NC(=O)/C=C/c3ccccc3Cl)ccc2n1	5	-0.1	-65	-13	x	-15	-6	7	24*
CC1CSc2nc3sc4c(c3c(=O)n21)CCCC4 (configuration not stated)	-4	0.5	-24	-14	8	-6	0	15	-1
CCC(Sc1ccc(Cl)cc1)C(=O)Nc1nnc(-c2cccc([N+](=O)[O-])c2)s1 (configuration not stated)	0	0.5	11	-6	-4	8	3	10	6

Source: PubChem (several laboratories)
